Screening results (PubChem)
CIT2-GFP yeast: alters CIT2-GFP fluorescence in TOR pathway yeast screen. GFP response vs DMSO, % at 10 µM. AID 2029. actives 0.065% (n = 320,000). S. cerevisiae CIT2-GFP strain, flow cytometry, 3 h; 100 means same as DMSO wells;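 active = GFP response relative to DMSO above a set limit, near the screen mean plus 3 SD, cut at about 150% in these data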;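 note: ratio of well median GFP fluorescence to mean of DMSO wells on the plate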
GLD-1 TGE inh: GLD-1-TGE RNA interaction inhibition (C. elegans) | Q17339 | purified GLD-1 + fluorescein TGE RNA, fluorescence polarization | inhibition, % at 5.96 µM | actives 0.44% (n = 320,000);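 active = percent inhibition above a per-plate cutoff, the plate mean of test compounds plus 3 SD, cut at about 30% in these data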;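 note: 0% = DMSO wells with GLD-1 and probe and 100% = wells lacking GLD-1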
MEX-5 binding: C. elegans MEX-5 TCR-2 RNA binding activity; Q9XUB2; MEX-5/FITC-TCR2 RNA binding, fluorescence polarization; active compounds read low; activity score (negative = inhibition of binding), % at 10 µM; actives 0.38% (n = 300,000); AID 1832;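 active = inhibition past about -25% in most replicates, and total fluorescence under double the plate's negative control median, limit read from the data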;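 note: 0% = DMSO and -100% = 5 µM competing unlabeled TCR2 RNA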
CR mimetic SO: lowers age-related superoxide in aged yeast cells; superoxide response (% of plate mean), % at 10 µM; actives 0.18% (n = 330,000); S. cerevisiae aged cells, superoxide DHE fluorescence; active compounds read low;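 active = superoxide response under a set limit, about three screen SD below normal, cut at about 65% in these data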;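 note: yeast aged for seven days with compound at 30 °C before DHE staining; 100% = average MFI of all compound-treated wells on the plate with controls excluded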
GRK2 aptamer HTS: inhibitors of human GRK2 displacing RNA aptamer; inhibition of aptamer binding, % at 10 µM; AID 488847; actives 0.59% (n = 330,000); bead flow cytometry, FAM-aptamer displacement from GRK2; P25098;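 active = inhibition of aptamer binding above 40%, roughly 3 SD of noise, on plates passing a quality check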;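 note: median bead fluorescence of bound FAM aptamer so fluorescent compounds give negative values; no value below 0 was filed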
MCL1-BIM inh: inhibitors of human MCL1 binding to BIM-BH3 peptide. actives 0.68% (n = 320,000). inhibition, % at 10.9 µM. Q07820. GST-MCL1 / FITC-Bim-BH3 fluorescence polarization;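 active = inhibition above the mean inhibition of all tested compounds plus 3 SD, set per campaign, cut at about 40% in these data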;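 note: 0% = DMSO wells and 100% = unlabeled Bim-BH3 peptide control; higher means more loss of mP so more displacement of Bim peptide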
VLA-4 inh: inhibition in a human VLA-4 binding assay; VLA-4 expressing cells, ligand binding flow cytometry; P13612; inhibition, % (about 7 µM as worked out from the volumes in the protocol); actives 0.2% (n = 330,000); in the data active = inhibition above about 50%
Target sequence (P13612 whole entry, looked up): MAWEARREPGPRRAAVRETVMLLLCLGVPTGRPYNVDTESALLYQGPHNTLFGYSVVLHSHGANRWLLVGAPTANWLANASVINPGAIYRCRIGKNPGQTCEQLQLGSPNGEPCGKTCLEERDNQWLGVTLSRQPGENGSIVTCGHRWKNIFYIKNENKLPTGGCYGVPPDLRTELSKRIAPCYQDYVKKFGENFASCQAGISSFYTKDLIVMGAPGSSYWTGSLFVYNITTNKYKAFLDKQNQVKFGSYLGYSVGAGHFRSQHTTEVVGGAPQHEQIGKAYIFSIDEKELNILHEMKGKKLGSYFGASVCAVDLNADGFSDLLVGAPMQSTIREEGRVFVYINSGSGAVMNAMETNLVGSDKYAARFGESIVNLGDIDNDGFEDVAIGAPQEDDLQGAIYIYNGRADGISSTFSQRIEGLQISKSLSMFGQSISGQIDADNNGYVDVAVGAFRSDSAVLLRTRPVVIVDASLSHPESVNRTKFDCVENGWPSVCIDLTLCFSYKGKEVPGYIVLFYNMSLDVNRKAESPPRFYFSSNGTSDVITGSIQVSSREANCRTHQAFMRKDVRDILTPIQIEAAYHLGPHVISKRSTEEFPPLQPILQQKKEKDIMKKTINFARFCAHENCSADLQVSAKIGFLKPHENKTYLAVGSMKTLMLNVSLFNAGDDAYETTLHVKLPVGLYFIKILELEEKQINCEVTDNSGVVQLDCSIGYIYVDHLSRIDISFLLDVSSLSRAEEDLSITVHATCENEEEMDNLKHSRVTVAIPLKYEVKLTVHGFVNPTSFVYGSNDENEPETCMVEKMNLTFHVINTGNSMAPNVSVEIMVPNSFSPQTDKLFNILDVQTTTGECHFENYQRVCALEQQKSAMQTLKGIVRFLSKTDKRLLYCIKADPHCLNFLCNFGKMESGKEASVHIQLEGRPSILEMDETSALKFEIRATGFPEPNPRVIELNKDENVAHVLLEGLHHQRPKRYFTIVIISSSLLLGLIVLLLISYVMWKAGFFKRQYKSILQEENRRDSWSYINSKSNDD
AGP1-GFP MLPCN: modulators of TOR pathway AGP1-GFP in S. cerevisiae | GFP response vs DMSO, % at 10 µM | actives 0.02% (n = 320,000) | S. cerevisiae AGP1-GFP multiplex flow cytometry, 3 h; GFP as percent of DMSO wells;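 active = GFP response relative to DMSO above a set limit, near screen average plus 3 SD, cut at about 150% in these data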;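 note: median GFP channel fluorescence of the gated AGP1 strain per well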
Bcl-xL primary: Bcl-xL (human) inhibition; Q07817; GST-Bcl-xL / FITC-Bim BH3 peptide fluorescence polarization; inhibition, % at 10.9 µM; actives 0.7% (n = 320,000); AID 2129;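 active = inhibition above the mean of all tested compounds plus 3 SD, cutoff set per campaign, cut at about 30% in these data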;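 note: 0% = DMSO wells and 100% = unlabeled Bim-BH3 peptide competitor; inhibitors lower millipolarization by displacing the labeled peptide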
The depositor's hits bear a star; . = not tested or not shown.

SMILES	CIT2-GFP yeast	GLD-1 TGE inh	MEX-5 binding	CR mimetic SO	GRK2 aptamer HTS	MCL1-BIM inh	VLA-4 inh	AGP1-GFP MLPCN	Bcl-xL primary
Cc1ccc(C(=O)NCC(=O)OCCCOC(=O)CNC(=O)c2ccc(C)c(C)c2)cc1C	98.7	10.2	.	118.5	0.0	7.1	44.6	103.9	2.9
CCc1noc(C)c1C(=O)Nc1cc(Cl)ccc1-n1cncn1	101.1	0.4	3.0	98.9	0.0	-9.7	19.3	108.8	-9.3
O=C1CCCc2c1[nH]c1ccc(Br)cc21	108.9	1.9	-3.1	132.2	0.0	1.5	8.4	95.8	3.5
CCOc1ccc(C(=O)N2CCN(C(=O)c3ccco3)CC2)cc1OCC	95.3	-0.6	0.8	102.1	0.0	1.1	11.2	104.9	4.2
Cc1csc(NC(=O)CCNC(=O)c2ccc([N+](=O)[O-])cc2)n1	100.3	1.9	-1.7	109.7	4.0	2.0	-12.2	94.7	1.1
COCCOCC(O)CN1CCN(c2ccccc2)CC1 (centres undefined)	90.6	9.0	-0.7	92.7	0.0	1.1	-7.8	99.2	7.1
COC(=O)c1ccccc1NC(=O)Cn1cnc([N+](=O)[O-])c1	98.1	-5.4	2.0	100.0	1.0	6.5	0.0	92.6	2.1
S=C(NCCc1ccccc1)Nc1ccc(Br)cc1	89.9	3.4	2.1	98.9	1.0	4.2	-3.1	96.5	5.6
O=C(Nc1ccc2c(c1)OCO2)C1CC1(Cl)Cl (centres undefined)	91.2	4.1	.	103.0	0.0	1.0	-9.0	100.7	2.8
COc1ccc(C(=O)NNC(=O)Nc2ccc(C)cc2)cc1	110.6	2.5	1.0	100.8	0.0	-6.1	-3.5	103.8	-0.7
CC(=O)Nc1ccc(C(=O)Nc2nc(-c3cccnc3)cs2)cc1	92.3	3.7	-1.0	105.7	1.0	-25.9	-5.2	99.7	-18.5
O=C(NCc1cccnc1)c1ccc(COc2ccccc2Cl)o1	96.8	3.1	1.9	92.5	0.0	1.9	10.1	97.5	6.4
CCN(CC(=O)NCCc1ccccc1)S(=O)(=O)c1ccc(Br)cc1	85.4	9.8	0.6	115.3	2.0	4.0	10.0	90.0	3.8
Cc1ccc(S(=O)(=O)n2cnc3ccccc32)cc1[N+](=O)[O-]	91.3	3.8	1.2	132.8	2.0	0.5	-7.0	94.3	0.9
O=C1NCCN1C(=O)c1cccc(Cl)c1	101.4	-0.3	2.6	77.1	4.0	-0.1	-0.6	108.2	10.1
Cc1cc(NC(=O)c2c(F)cccc2Cl)n(-c2nc3ccccc3[nH]2)n1	98.8	1.0	-0.5	90.2	2.0	-1.4	2.9	.	-4.2
O=C(CCCOc1ccccc1)Nc1ccc(Cl)cn1	82.3	0.7	1.3	58.3*	1.0	-0.5	1.8	87.2	-1.3
CC(=O)NCCn1c(SCC(=O)c2ccc(Cl)cc2)nc2ccccc2c1=O	109.2	0.9	2.3	98.8	0.0	13.5	-5.9	103.3	4.9
COc1ccc(Nc2nccc(-c3ccc([N+](=O)[O-])cc3)n2)cc1	97.3	-4.5	-3.7	94.6	0.0	4.8	-1.7	90.9	-2.5
CCOc1ccc(C(=S)N2CCCC2)cc1OC	93.2	3.2	-2.9	112.7	0.0	19.7	-10.2	89.7	8.4
Cn1nc(-c2ccccc2)c(CN2CCN(c3ncccn3)CC2)c1Cl	87.2	-5.9	0.4	133.1	2.0	-5.2	6.8	96.2	-1.1
COc1ccc(OC)c(-c2csc(NC(=O)C3CSC4(C)CCC(=O)N34)n2)c1 (centres undefined)	87.1	-2.6	0.2	123.3	5.0	-5.2	1.9	96.3	3.2
COc1cc(O)cc(O)c1C(=O)/C=C/c1ccccc1	90.2	1.3	2.1	96.0	4.0	-6.3	41.1	94.9	-3.9
CCCCn1c(N)c(N(CCOC)C(=O)COc2ccc(C(C)=O)cc2)c(=O)[nH]c1=O	111.8	4.3	-0.6	90.5	0.0	0.8	4.1	112.8	0.8
COc1ccc(Cc2nnc(NC(=O)C(C)C)s2)cc1	99.4	2.0	-1.2	106.5	0.0	6.6	-0.9	104.4	6.1

Molecules listed so far with a nitro group on carbon:
SMILES	CIT2-GFP yeast	GLD-1 TGE inh	MEX-5 binding	CR mimetic SO	GRK2 aptamer HTS	MCL1-BIM inh	VLA-4 inh	AGP1-GFP MLPCN	Bcl-xL primary
Cc1csc(NC(=O)CCNC(=O)c2ccc([N+](=O)[O-])cc2)n1	100.3	1.9	-1.7	109.7	4.0	2.0	-12.2	94.7	1.1
COC(=O)c1ccccc1NC(=O)Cn1cnc([N+](=O)[O-])c1	98.1	-5.4	2.0	100.0	1.0	6.5	0.0	92.6	2.1
Cc1ccc(S(=O)(=O)n2cnc3ccccc32)cc1[N+](=O)[O-]	91.3	3.8	1.2	132.8	2.0	0.5	-7.0	94.3	0.9
COc1ccc(Nc2nccc(-c3ccc([N+](=O)[O-])cc3)n2)cc1	97.3	-4.5	-3.7	94.6	0.0	4.8	-1.7	90.9	-2.5

Further results:
SMILES	CIT2-GFP yeast	GLD-1 TGE inh	MEX-5 binding	CR mimetic SO	GRK2 aptamer HTS	MCL1-BIM inh	VLA-4 inh	AGP1-GFP MLPCN	Bcl-xL primary
CCNC(=O)NC(=O)C(C)OC(=O)CCCc1nc2ccccc2s1 (centres undefined)	100.3	-13.2	-0.5	103.3	2.0	3.8	21.9	100.6	2.9
O=C(CCN1CCOCC1)N1CCCC(Nc2ccc(F)cc2)C1 (centres undefined)	97.9	-0.5	1.3	77.8	7.0	4.9	12.4	94.2	6.5
CCOc1ccc(CCNC(=O)CS(=O)Cc2nc(-c3ccccc3C)oc2C)cc1OCC (centres undefined)	105.1	-0.7	1.2	98.7	0.0	-3.9	10.2	99.7	1.5
CO/N=C/c1ccc(N2CCN(C(=O)c3ccc(Cl)cc3Cl)CC2)c([N+](=O)[O-])c1	90.1	0.2	-0.2	86.5	0.0	-3.5	-2.9	96.2	2.8
CCc1cc(=O)oc2cc(C)cc(OCC(=O)C(C)(C)C)c12	106.8	9.5	-2.2	93.0	3.0	7.5	9.4	103.4	3.7
CC(=O)N(CCCCN1C(=O)c2ccccc2C1=O)c1ccc(C)cc1	91.9	-8.1	-2.8	109.9	0.0	-13.7	10.2	103.5	-1.9
Cc1oc2cc3oc(=O)c(CCC(=O)NCc4ccccn4)c(C)c3cc2c1C	98.0	1.1	0.4	100.1	0.0	2.2	-0.1	99.1	0.1
Cc1ccc(S(=O)(=O)NNC(=O)Nc2cccc(F)c2)c(C)c1	95.0	-4.7	0.4	102.1	0.0	2.9	8.4	93.5	5.1
OCC1(Cc2ccc(Cl)cc2)CCN(Cc2ccc(F)c(F)c2)CC1	96.7	7.2	2.1	83.0	0.0	8.0	12.3	97.4	6.5
O=C(c1ccc(OC2CCN(CCc3ccccc3)CC2)cc1)N1CCCC(O)C1 (centres undefined)	106.7	5.1	-1.1	94.9	0.0	5.1	8.8	105.4	6.9
C=CCOC(=O)C1=C[C@H](C2CCCCC2)C[C@H](OCc2ccc(CO)cc2)O1	.	1.1	1.6	.	.	-5.6	.	.	-1.4
Cc1ccc(S(=O)(=O)C2C(=O)NC3(C)CC2c2ccccc2O3)cc1 (centres undefined)	100.0	5.0	-1.4	95.6	1.0	-4.7	0.5	106.6	-2.8
C=CCc1c(C)nc(C)nc1N/N=C/c1ccc(N(C)C)cc1	51.0	-5.1	12.2	98.4	1.0	-1.2	-1.6	87.1	-1.2
c1ccc(C2Nc3ccccc3C3OCCCC23)cc1 (centres undefined)	82.8	5.1	1.9	94.1	1.0	10.3	-8.1	83.8	6.9
O=C(CSc1nnc(-c2ccncc2)n1Cc1ccccc1)NCCc1ccccc1	95.4	0.2	-1.0	96.4	0.0	0.2	8.3	93.6	-1.8
Cc1cc(C)cc(N(CC(=O)Nc2ccc(C(F)(F)F)cc2)S(=O)(=O)c2c(C)[nH]c(=O)[nH]c2=O)c1	102.3	6.2	1.6	114.9	3.0	5.4	-11.0	98.8	5.5
O=C(Nc1cccc2c1C(=O)NC2=O)c1ccc(N2C(=O)CCC2=O)cc1	104.5	7.7	0.3	97.2	0.0	1.4	0.5	99.8	-1.7
CC(NC(=O)Nc1nnc(C(F)(F)F)s1)(C(F)(F)F)C(F)(F)F	100.9	7.2	-0.2	115.8	1.0	3.8	7.1	101.1	6.0
Cc1[nH]ccc(=O)c1OCC(=O)O	91.1	-8.8	2.2	90.3	0.0	4.9	24.6	100.3	7.5
O=C(CCCO)N/N=C/c1cc(Br)ccc1O	104.2	-1.6	3.4	99.6	0.0	9.4	19.8	102.2	4.4
Cc1ccc(-n2cc(CNCC3CC(=O)N(C4CC4)C3)c(-c3cccc(C)c3)n2)cc1 (centres undefined)	101.7	-1.4	3.6	106.9	0.0	-1.3	-6.8	106.0	0.4
COc1ccccc1OCCn1cc(C#N)c2ccccc21	86.5	7.0	0.0	101.8	0.0	2.8	16.9	83.2	8.1
Cc1c(CN(C)C(=O)CSc2nc(-c3ccco3)cc(C(F)(F)F)n2)cnn1C	97.2	4.2	-0.4	103.6	0.0	6.5	28.7	100.2	3.4
O=C(Cc1ccc(Cl)cc1)OCC(=O)N1CCCCCC1	104.3	-3.4	.	110.4	0.0	.	2.1	93.5	.
CCCn1c(SCc2nc(N)nc(N3CCCCC3)n2)nc2c1c(=O)n(C)c(=O)n2C	95.7	3.2	-0.6	99.1	4.0	-0.8	10.7	103.6	7.0
(cont.)
SMILES	CIT2-GFP yeast	GLD-1 TGE inh	MEX-5 binding	CR mimetic SO	GRK2 aptamer HTS	MCL1-BIM inh	VLA-4 inh	AGP1-GFP MLPCN	Bcl-xL primary
CCOc1ccc(S(=O)(=O)Nc2nc3cc(OC)ccc3s2)cc1	101.3	6.5	-1.6	85.1	0.0	-1.8	1.2	93.7	-0.6
O=C(N/N=C/c1cccc(C(F)(F)F)c1)C1CCN(c2ncc(C(F)(F)F)cc2Cl)CC1	.	5.8	2.7	94.1	0.0	10.1	-6.1	105.0	2.6
O=C(O)c1ccc(NCc2ccc3c(c2)OCO3)cc1	80.3	-1.4	0.2	85.2	2.0	4.0	5.7	92.4	2.4
CCCSc1nnc(N2C(=O)CC(c3ccsc3)C3=C2CCCC3=O)s1 (centres undefined)	108.0	4.4	-2.9	96.8	1.0	0.8	37.6	111.1	-4.5
Nc1ccc2[nH]ncc2c1	86.6	4.9	-3.0	123.3	0.0	22.2	41.3	87.6	17.9
Cc1ccc(S(=O)(=O)N2CCN(C(C(=O)Nc3ccc(F)cc3)c3ccccc3)CC2)cc1 (centres undefined)	85.7	4.0	-0.6	83.8	0.0	-11.9	12.9	101.9	-10.2
Cc1ccn2c(=O)nc(SCC(=O)c3ccccc3)nc2c1	96.6	4.5	-1.4	103.2	0.0	15.0	-17.3	94.8	2.8
CCCCc1ccc(NC(=S)N2CCN(C)CC2)cc1	97.3	5.2	0.5	101.5	0.0	5.5	5.9	100.6	-1.1
Cc1cccc(C(=O)OC(C)CN2C(C)CCCC2C)c1 (centres undefined)	97.8	-1.7	-0.3	89.4	0.0	0.5	19.9	90.8	3.2
O=C(CCSc1nnc(-c2ccco2)o1)Nc1ccc(F)cc1	89.4	11.3	3.2	87.5	1.0	0.9	-2.4	91.2	1.8
Cc1cc(OCC(=O)OC(C)C(=O)Nc2ccc(N3CCOCC3)cc2)ccc1Cl (centres undefined)	97.3	4.1	.	110.3	5.0	2.6	2.7	99.7	-1.2
CCn1ncc(C2=NOC(C(=O)NCc3ccccc3)C2)c1C (centres undefined)	115.7	4.6	-0.4	85.0	0.0	3.0	20.5	103.2	-1.4
C=CCSc1cc(C)nc2c(-c3ccccc3)cnn12	94.3	2.4	2.4	89.8	.	2.6	14.6	101.2	0.0
